High-throughput results from PubChem.
IMP-1 inhibitor – blocks Pseudomonas aeruginosa IMP-1 metallo-beta-lactamase; purified IMP-1, nitrocefin hydrolysis, epi-absorbance fluorescence; 290,000 compounds, 0.45% hits; inhibition, % at 5.6 µM; AID 1556;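 active means inhibition above the mean plus 3 SD of all compounds in the same screening run, cut at about 4.5% in these data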;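 further: 0% = IMP-1 with DMSO and 100% = DMSO wells lacking enzyme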
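System: purified recombinant IMP-1 beta-lactamase. Medium: Zinc- and detergent-supplemented HEPES buffer, pH 7.1. Compound: one 5.6 µM dose […]. Schedule: 15 min preincubation plus 25 min reaction at 25 °C. Technique: Epi-absorbance fluorescence, 480 nm excitation, 530 nm emission.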
VIM-2 inhibitor – blocks Pseudomonas aeruginosa VIM-2 metallo-beta-lactamase; AID 1527; purified VIM-2, nitrocefin hydrolysis, epi-absorbance fluorescence; inhibition, % at 5.6 µM; 290,000 compounds, 0.89% hits;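 active means inhibition above the mean of all tested compounds plus 3 SD, cutoff set per screening run, cut at about 7.5% in these data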;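 further: red hydrolysis product quenches plate fluorescence so inhibitors raise well fluorescence; 0% = enzyme with DMSO and 100% = DMSO without enzyme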
PHOSPHO1 inh – blocks human PHOSPHO1 phosphatase activity | Q8TCT1 | recombinant PHOSPHO1, absorbance phosphatase assay | inhibition, % at 13.3 µM | 290,000 compounds, 1.1% hits; in the data active means inhibition above about 60%
Target sequence (Q8TCT1 whole entry, looked up): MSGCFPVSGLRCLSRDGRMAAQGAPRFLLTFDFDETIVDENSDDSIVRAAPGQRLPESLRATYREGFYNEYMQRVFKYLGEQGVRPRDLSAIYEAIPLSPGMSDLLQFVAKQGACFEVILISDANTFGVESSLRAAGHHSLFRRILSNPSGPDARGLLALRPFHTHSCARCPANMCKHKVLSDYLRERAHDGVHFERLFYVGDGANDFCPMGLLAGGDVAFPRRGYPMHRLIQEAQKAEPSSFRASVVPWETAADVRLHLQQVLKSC
M18AAP inhibitor – blocks P. falciparum M18 aspartyl aminopeptidase | 290,000 compounds, 1.2% hits | recombinant PfM18AAP, H-Glu-NHMec fluorogenic cleavage | inhibition, % at 7.35 µM;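 active means inhibition above the campaign mean inhibition over all tested compounds plus 3 SD, cut at about 28% in these data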;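 further: 0% = plate median of test compound wells and 100% = 2 mM ZnCl2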
IDE cell inh – inhibitors of human insulin-degrading enzyme in cells; P14735; HEK cells, FAbetaB cleavage, fluorescence polarization; inhibition, % at 5.59 µM; 320,000 compounds, 0.41% hits; AID 434962;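 active means percent inhibition above the average of all tested compounds plus 3 SD, set per screening campaign, cut at about 16% in these data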;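 further: IDE supplied by intact live HEK cells; FP after avidin binding of uncleaved biotin substrate so inhibition keeps polarization high; 0% = DMSO wells and 100% = 60 µM reference IDE inhibitor Ii1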
GPR7 antagonist – human neuropeptides B/W receptor 1 antagonism. GPR7-expressing cells, fluorescence antagonist assay. 290,000 compounds, 1.1% hits. inhibition, % at 4.4 µM. AID 1861; in the data active means inhibition above about 16%, passing the limit was not always enough;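 further: cells stimulated with the agonist NPW; 0% = agonist with vehicle and 100% = vehicle without agonist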
Target sequence (P48145 whole entry, looked up): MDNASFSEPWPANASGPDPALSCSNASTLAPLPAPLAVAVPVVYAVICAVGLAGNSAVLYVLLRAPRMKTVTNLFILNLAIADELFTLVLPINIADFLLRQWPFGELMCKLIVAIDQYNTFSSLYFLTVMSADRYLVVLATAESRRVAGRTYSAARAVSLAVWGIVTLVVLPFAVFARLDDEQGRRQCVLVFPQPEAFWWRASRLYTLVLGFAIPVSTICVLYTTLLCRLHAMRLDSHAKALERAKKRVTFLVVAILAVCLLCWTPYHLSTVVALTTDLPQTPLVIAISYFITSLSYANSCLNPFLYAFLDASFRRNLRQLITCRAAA
NALP1 inh – NALP1 inhibition; S. cerevisiae NALP1/ASC/caspase-1 growth, X-gal OD620, 72 h; inhibition, % at 10 µM; 280,000 compounds, 0.61% hits; AID 2071; in the data active means inhibition mostly above about 24%, no sharp cut-off; inactive means mostly below about 32%; further: some compounds called inactive have numbers as strong as hits
IDE cell activ – boosts human insulin-degrading enzyme activity in HEK cells. P14735. FAbeta-B cleavage, fluorescence polarization; 0% vehicle, 100% cell-free pure enzyme wells. activation, % at 5.96 µM. 340,000 compounds, 0.073% hits;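 active means activation above the mean of all tested compounds plus 3 SD, set per screening campaign, cut at about 17% in these data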
p-CIP stab down – p/CIP protein destabilization; Q05BA5; F442A p/CIP-EGFP cells, EGFP fluorescence, 16 h; decrease of EGFP signal, % at 10 µM; 290,000 compounds, 0.01% hits; AID 1984;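 active means EGFP signal decrease of at least 30% at 10 µM or well 3 SD below plate mean, unless failing retest; inactive means the rest, including hits failing retest or dose response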; further: some compounds called inactive have numbers as strong as hits; many of its hits are not listed in these tables
Numbers without * were called inactive; . = no result given. An unsorted share of the library, and some 5.3% of all compounds hit somewhere here.

SMILES	IMP-1 inhibitor	VIM-2 inhibitor	PHOSPHO1 inh	M18AAP inhibitor	IDE cell inh	GPR7 antagonist	NALP1 inh	IDE cell activ	p-CIP stab down
OCCC1CN(CC2CCCCC2)CCN1C1CCCC1 (centres undefined)	-0.7	-1.8	8	5	2	0	26	4	-3
CN(C)CCCNS(=O)(=O)c1ccc(Oc2ncc(C(F)(F)F)cc2Cl)cc1	-2.2	-2.9	33	-1	5	1	32	5	-25
COc1ccc(NC(=O)c2ccc3c(SCC(=O)O)c4c(nc3c2)CCCC4)c(OC)c1	-2.4	-0.8	14	1	12	0	-8	6	-9
CCCOc1ccc(C(=O)Nc2nc(C)c(Cc3ccc4c(c3)OCO4)s2)cc1	-3.9	-2.6	-7	-10	5	-4	33	2	0
CC(=O)c1ccc(NC(=O)C2C3CCC(C3)C2C(=O)O)cc1 (centres undefined)	-5.8	-0.5	-16	2	-3	2	7	1	0
Cc1ccc(Nc2c(-c3ccccc3O)nc3cnccn23)cc1	-3.4	-2.7	-4	4	4	-5	3	9	2
COC(=O)c1c(C(=O)OC)c(-c2ccc(C)cc2)n2c1CCC2	-3.0	-1.8	25	-12	6	17	15	-1	-7
C=C(C)CNC(=S)NNC(=O)c1cc(C)oc1C	-1.6	-2.7	-2	21	0	-1	13	-1	3
COc1ccc(Cn2nnnc2C(c2cccs2)N2CCOCC2)cc1 (centres undefined)	-0.9	-0.6	-34	5	0	-1	-3	1	-1
C=CC[N+](C)(C)C/C(Cl)=C(\Cl)c1ccccc1	-2.4	-2.8	19	-6	-6	-5	18	3	-4
O=C(NCC1CCCO1)C1CCC(=O)N1Cc1ccc(F)cc1 (centres undefined)	-1.0	-0.7	0	2	-3	-1	-16	6	11
CCc1c(-c2ccccc2)[n+](=O)c2c(n1[O-])CCC2	-3.3	-0.5	29	2	5	-16	-15	-3	-13
COc1ccc(C(CC(=O)O)NC(=O)c2ccco2)cc1 (centres undefined)	-4.0	0.1	17	2	3	-4	5	6	-6
Nc1cccc(CCc2nc3ccccc3[nH]2)c1	-2.3	-3.1	-7	0	5	-13	28	6	-9
Cc1ccc(C)c(NC(=O)CCN2CCC(C)CC2)c1	-4.4	-0.7	9	-6	-4	-4	7	-2	-5
CC(C)c1ccc(N(CC(=O)N/N=C/c2ccc(OC3CSC3)cc2)S(=O)(=O)c2ccccc2)cc1	-3.8	-1.6	1	-5	8	4	25	3	2
COc1ccc2c(c1)CCc1c(C(=O)NCCc3ccc(OC)c(OC)c3)noc1-2	-6.4	-1.2	10	-5	0	-15	39	-5	9
COc1ccc2oc(=N)c(C(=O)Nc3ccc(Br)cc3)cc2c1	-4.4	0.5	14	3	-2	-3	5	6	-12
O=C(CNC(=S)N(Cc1ccccc1)Cc1ccccc1F)NCc1ccccc1	-1.9	-4.5	28	3	7	11	3	4	-5
CN(C)/C(CN1CCCCC1)=C1\N=C(c2ccccc2)OC1=O	-2.4	-2.0	36	-1	-1	4	12	8	-15
Cc1ccc(C)c(NC(=O)C2CCCN(S(=O)(=O)c3cccnc3)C2)c1 (centres undefined)	-0.9	-2.0	38	4	-8	7	15	3	3
CCOC(=O)C1(Cc2cccc(F)c2)CCN(C(=O)c2cscn2)CC1	-1.3	0.0	28	-4	1	-8	-5	2	-11
Cc1cccc(C)c1OCC(=O)N/N=C/c1cccn1C	-2.2	1.1	27	3	-2	-6	19	2	-12
O=C(NCc1ccc2c(c1)OCO2)C1CCC(=O)N1C1CCCCC1 (centres undefined)	-4.4	-2.8	27	5	-12	-6	.	5	-12
COc1ccc(NC(=O)C2CCC(CNS(=O)(=O)c3csc(C(N)=O)c3)CC2)cc1OC (centres undefined)	-0.6	1.1	49	6	-2	24*	26	0	-3
More compounds follow.
SMILES	IMP-1 inhibitor	VIM-2 inhibitor	PHOSPHO1 inh	M18AAP inhibitor	IDE cell inh	GPR7 antagonist	NALP1 inh	IDE cell activ	p-CIP stab down
C=CCOC(=O)C1=C(C)NC(=O)NC1c1ccc(N(C)C)cc1 (centres undefined)	-2.8	-2.0	19	6	4	-14	-1	1	-8
O=c1c(Cc2ccccc2)c(O)ccn1Cc1ccc2c(c1)OCO2	-2.1	-2.8	34	-3	7	7	-3	4	-14
COCCNC(=O)c1ccc(N2CC3CC(C2)c2cccc(=O)n2C3)c(NC(=O)c2cc(OC)cc(OC)c2)c1 (centres undefined)	-0.4	-2.5	18	-5	0	4	12	8	-12
O=C(O)C(Cc1ccccc1)N1C(=O)c2cccc3cccc(c23)C1=O (centres undefined)	-3.0	9.4*	1	-3	1	2	-12	2	6
COc1ccc(C2=Nn3c(nnc3-c3cccnc3)SC2)cc1	-2.3	3.5	-18	3	.	-4	9	-1	1
Cc1ccc(S(=O)(=O)NCC(C)n2nc(C)cc2C)cc1 (centres undefined)	-1.2	-1.6	-26	-6	2	-3	16	4	-2
O=C(NC(=S)Nc1ccccc1N1CCN(C(=O)c2ccccc2)CC1)c1ccccc1F	-3.3	-2.8	9	2	12	-7	12	-9	-3
O=C(O)CCN1CC2([N+](=O)[O-])CC=C(OCCO)C([N+](=O)[O-])(C1)C2 (centres undefined)	0.1	-2.3	-13	-1	7	-13	23	8	-4
Cc1onc(-c2ccccc2)c1-c1ccnc(N)n1	-2.5	-2.6	-3	-3	4	-12	10	8	-5
Cc1ccc(S(=O)(=O)Nc2ccccc2C(=O)Nc2sccc2C(=O)NN(C)C)cc1	-2.9	-4.4	-6	8	1	-4	26	5	-4
Cc1ccc(C)c(NC(=O)C(=O)NCc2ccccn2)c1	-1.6	-2.5	-21	7	1	-9	28	4	-3
O=C(O)c1ccc(CSc2ccccn2)cc1	-3.1	-1.1	33	9	5	-8	-13	6	1
Cc1ccc2[nH]cc(S(=O)(=O)c3ccc(C(C)C)cc3)c(=O)c2c1	0.1	0.0	26	-12	4	-4	13	1	-14
CN(C)c1cccc(C(=O)OCC(=O)NC2CCCC2)c1	-2.0	-1.1	26	-11	-4	12	22	2	0
CCOC(=O)C1CCN(S(=O)(=O)c2ccc(CN3C(=O)c4cccnc4C3=O)cc2)CC1	-2.6	1.6	-11	6	6	0	20	1	4
C=CCn1c(SCC(=O)O)nnc1-c1ccc(C(C)(C)C)cc1	-1.7	-0.9	94*	2	9	2	-28	-2	-4
C=CCn1c(NCCO)nc2sc3c(c2c1=O)CCC3	-2.7	-1.4	0	1	2	-4	.	6	-5
Cc1ccccc1CN1CCC(C(=O)Nc2ccc(Oc3cccnc3)cc2)CC1	-1.9	-2.3	32	1	1	3	17	-2	0
CCOC(=O)Cn1nnc(-c2ccc(OCC(C)C)cc2)n1	-0.4	-2.1	20	2	3	1	14	2	0
CCNc1nc(NCC)nc(SCCOc2ccc(C)cc2)n1	-0.2	2.9	10	0	-2	-18	46	2	-8
O=C(CN1C(=O)CC(c2ccccc2)=Nc2ccccc21)NC1CCCCC1	-2.7	-3.8	14	1	-5	7	-5	1	2
O=[N+]([O-])c1ccc(P(=O)(Cc2ccccc2)c2ccccc2O)cc1 (centres undefined)	-3.1	-2.1	33	1	-1	-3	13	1	0
Cc1cccc(NC(=O)CSc2nc(C3CC3)nc3ccccc23)c1	0.1	-1.7	11	2	4	-6	15	-1	-5
O=C(CCCCCNc1nc(=S)[nH]c2ccccc12)NCc1ccccc1Cl	-3.6	-3.9	-11	-11	-1	-4	7	.	7
COc1cc(CC(=O)NCCc2ccc(S(N)(=O)=O)cc2)cc(OC)c1OC	-3.2	-3.6	5	-9	-1	-7	14	4	-2

Ordered by length of the SMILES (ascending): nine of the compounds above.
SMILES	IMP-1 inhibitor	VIM-2 inhibitor	PHOSPHO1 inh	M18AAP inhibitor	IDE cell inh	GPR7 antagonist	NALP1 inh	IDE cell activ	p-CIP stab down
O=C(O)c1ccc(CSc2ccccn2)cc1	-3.1	-1.1	33	9	5	-8	-13	6	1
Cc1onc(-c2ccccc2)c1-c1ccnc(N)n1	-2.5	-2.6	-3	-3	4	-12	10	8	-5
CCNc1nc(NCC)nc(SCCOc2ccc(C)cc2)n1	-0.2	2.9	10	0	-2	-18	46	2	-8
CN(C)c1cccc(C(=O)OCC(=O)NC2CCCC2)c1	-2.0	-1.1	26	-11	-4	12	22	2	0
Cc1ccc(S(=O)(=O)NCC(C)n2nc(C)cc2C)cc1 (centres undefined)	-1.2	-1.6	-26	-6	2	-3	16	4	-2
O=C(CCCCCNc1nc(=S)[nH]c2ccccc12)NCc1ccccc1Cl	-3.6	-3.9	-11	-11	-1	-4	7	.	7
Cc1ccccc1CN1CCC(C(=O)Nc2ccc(Oc3cccnc3)cc2)CC1	-1.9	-2.3	32	1	1	3	17	-2	0
O=[N+]([O-])c1ccc(P(=O)(Cc2ccccc2)c2ccccc2O)cc1 (centres undefined)	-3.1	-2.1	33	1	-1	-3	13	1	0
COCCNC(=O)c1ccc(N2CC3CC(C2)c2cccc(=O)n2C3)c(NC(=O)c2cc(OC)cc(OC)c2)c1 (centres undefined)	-0.4	-2.5	18	-5	0	4	12	8	-12

(more compounds)
SMILES	IMP-1 inhibitor	VIM-2 inhibitor	PHOSPHO1 inh	M18AAP inhibitor	IDE cell inh	GPR7 antagonist	NALP1 inh	IDE cell activ	p-CIP stab down
c1ccc(CSc2nnc(-c3ccncc3)o2)cc1	-1.8	-2.9	-14	3	-2	1	20	5	-4
CSC1=C(C#N)C(c2cccc(Br)c2)CC(=O)N1 (centres undefined)	-3.5	-3.1	0	0	-8	1	-11	-4	0
C/C(O)=c1/ccc2cccc3nc(C)nc1c23	2.3	6.9	26	14	7	-12	0	-6	-38
O=C(COc1ccc(Cl)cc1)N1CCN(c2ccc([N+](=O)[O-])c(N3CCOCC3)c2)CC1	0.6	-2.1	-19	2	0	7	15	4	-6
O=C(CSc1n[nH]c(-c2ccco2)n1)Nc1ccccc1Cl	-2.6	1.4	17	1	7	4	5	-2	-4
CCOC(=O)C1=C(c2ccccc2)OC(N)=C(C#N)C1C(C)C (centres undefined)	-1.3	0.3	1	1	3	12	12	0	-6
COc1ccc(CCN2C(=O)C3C4C=CC(C3C2=O)C2C(=O)N(CCc3ccc(OC)c(OC)c3)C(=O)C42)cc1OC (centres undefined)	-0.4	1.1	-5	-6	5	16	-6	-2	-15
Cc1cc(C)c(OCCCCCNCCO)c(C)c1	-4.4	-5.8	-2	-4	1	4	4	-3	1
O=C(Nc1nncs1)c1ccc(N2C(=O)C3C4C=CC(C4)C3C2=O)cc1 (centres undefined)	-3.4	-0.4	35	18	-2	-14	34	1	2
O=C(c1ccc(Cl)c([N+](=O)[O-])c1)N(Cc1ccc(F)cc1)C1CCS(=O)(=O)C1 (centres undefined)	-0.7	-0.6	28	-16	6	4	4	4	0
CN(c1ccccc1)S(=O)(=O)c1ccc(C(=O)Nc2nnc(-c3ccco3)o2)cc1	-2.1	0.0	-15	-9	1	-3	11	2	0
